# Compound activity: PubChem, several laboratories
# Diaph act CS: counter-screen for diaphorase-based assays: diaphorase activators and chemical reducers. Diaphorase/resazurin coupled assay, resorufin fluorescence, 16 min; stronger effect = higher value; 1 = vehicle wells, 0 = NADH-free wells. hit rate 0.005% among 190,000. activation factor at 20 µM;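 active = diaphorase activity raised at least twofold by the compound at 20 µM; inactive = activation factor below 2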
#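 Material: Clostridium kluyveri diaphorase, purified enzyme; Quantity: enzyme 0.07 U/mL final; Medium: HEPES pH 7.4 buffer with MgCl2 and Tween 20; Dosing: single compound dose of 20 µM, 1% DMSO final; Schedule: 16 min reaction at room temperature; Measured by: red resorufin fluorescence at 544/590 nm excitation/emission.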
# APP 5'UTR act: activates APP 5'UTR luciferase reporter; SH-SY5Y APP 5'UTR luciferase reporter, luminescence; zero percent = DMSO vehicle wells; activation, % at 2 µM; hit rate 1% among 190,000; AID 1276;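 active = activation above a set limit, based on mean plus 3 SD of controls, cut at about 140% in these data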; also: values of inactives mirror those of a sister screen read the other way
# FLuc stim CS: firefly luciferase counter-screen for stimulation assays | P08659 | ATPlite luciferase biochemical, luminescence, 10 min; 0 = ATP-free wells, 1 = DMSO control | 200,000 tested, under 10 active | activation factor at 10 µM;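 active = luciferase activation factor, scaled between plate controls, of at least 2 with compound at 10 µM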
# Target sequence (P08659 whole entry, looked up): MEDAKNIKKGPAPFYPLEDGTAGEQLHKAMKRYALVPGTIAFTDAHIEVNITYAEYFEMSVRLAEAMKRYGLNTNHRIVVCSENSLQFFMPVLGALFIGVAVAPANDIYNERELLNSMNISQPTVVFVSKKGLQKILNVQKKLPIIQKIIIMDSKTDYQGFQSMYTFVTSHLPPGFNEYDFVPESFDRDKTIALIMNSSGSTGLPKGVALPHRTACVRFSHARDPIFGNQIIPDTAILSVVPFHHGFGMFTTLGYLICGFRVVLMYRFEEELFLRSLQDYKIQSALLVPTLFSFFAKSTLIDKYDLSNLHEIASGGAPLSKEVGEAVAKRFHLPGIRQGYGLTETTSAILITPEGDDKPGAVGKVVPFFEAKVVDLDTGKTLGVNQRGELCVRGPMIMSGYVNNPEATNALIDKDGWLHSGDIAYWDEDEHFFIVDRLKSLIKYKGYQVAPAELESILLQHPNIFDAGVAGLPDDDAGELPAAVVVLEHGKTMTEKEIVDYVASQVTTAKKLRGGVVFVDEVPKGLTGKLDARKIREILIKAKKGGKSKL
#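 assay system = Luciferase/luciferin detection reagent, cell-free biochemical luciferase assay | also added = ATP substrate | times = 10 min post-reagent at room temperature | measured by = luminescence from luciferase reaction | measure = luciferase activation, seen as luminescence increase over controls | benchmarks = low control with PBS replacing ATP, high control enzyme plus ATP without compound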
# FLuc inh counter: Photinus pyralis luciferase inhibition counter-screen; inhibition, % at 10 µM; ATPLite firefly luciferase biochemical luminescence, 10 min; AID 1006; P08659; hit rate 1.5% among 200,000;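 active = inhibition above about 50% when tested at 10 µM, limit read from the data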
# Diaphorase inh: counter-screen for diaphorase-based assays: diaphorase inhibitors and chemical oxidizers; diaphorase resazurin-to-resorufin fluorescence, NADH, 16 min; bacterial (C. kluyveri) enzyme, not human; inhibition, % at 20 µM; hit rate 0.69% among 190,000;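 active = primary screen inhibition at 20 µM above a set limit, cut at about 50% in these data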;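 also: plate controls were DMSO with full reaction for no effect and wells lacking NADH for full effect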
#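 Assay system – diaphorase enzyme from Clostridium kluyveri · Amount – diaphorase 0.14 U/mL (working solution) · Times – reaction incubation of 16 min at room temperature · Controls – No-NADH positive control and DMSO neutral control · Signal – resorufin fluorescence 544/590 nm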
# APP transl inh: APP translation inhibition; AID 1285; hit rate 0.82% among 190,000; inhibition, % at 2 µM; SH-SY5Y APP 5'UTR-luciferase reporter, luminescence;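 active = inhibition above a set limit, derived from the sample mean plus 3 SD, cut at about 45% in these data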; also: values of inactives mirror those of a sister screen read the other way
# TLR4-MyD88 BLA: blocks binding of human TLR4 to MyD88 | inhibition, % at 8.4 µM | hit rate 0.18% among 200,000 | HeLa CL3-4 TLR4/MyD88 BLA complementation, FRET ratio; in the data active = inhibition above about 25%;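 also: 0% = vehicle and 100% = reference inhibitor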
# G6PDH CS: inhibits Leuconostoc G6PDH, flagging false hits in G6PDH-based assays | Purified L. mesenteroides G6PDH, diaphorase/resazurin coupled fluorescence, 45 min | inhibition, % at 5 µM | hit rate 0.12% among 200,000 | AID 1020; in the data active = inhibition above about 50%
# STAT1 act: activators of IFN-gamma induced STAT1 signaling | NIH 3T3 STAT1-luciferase reporter, luminescence; 100% = IFN-gamma alone, no compound | activation (% of control), % at 5.5 µM | hit rate 2.6% among 200,000;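 active = activation above the screen-wide mean activation plus 3 SD, cut at about 130% in these data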;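 also: raw ratio to IFN-gamma control signal so 100% means no change and 0% no light; values of inactives mirror those of a sister screen read the other way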
# NF-kB expr up: NF-kB expression increase, human neuronal cells; NF-kB reporter expression; stronger effect = higher value; fold change at 12.5 µM; hit rate 1.6% among 190,000; in the data active = fold change above about 3.3
# * marks the source's active call; other numbers are inactive results; . = no result given.
canonical_smiles,Diaph act CS,APP 5'UTR act,FLuc stim CS,FLuc inh counter,Diaphorase inh,APP transl inh,TLR4-MyD88 BLA,G6PDH CS,STAT1 act,NF-kB expr up
CCOC(=O)C(NC(C)=O)(Nc1ccc(S(=O)(=O)Nc2ncccn2)cc1)C(F)(F)F (stereo not drawn),1,-13,1.1,-7,1,13,-15,-4,109,1.2
Cc1csc2ncc(C(=O)N(Cc3ccccc3)c3ccccn3)c(=O)n12,0.9,1,1,-4,12,-1,4,-2,109,1.3
COC(=O)N1[C@H](Cc2ccccc2)C=C[C@]1(C)C(=O)O,1.1,6,1,-2,-6,-6,-16,16,106,1.1
Cc1c(C(=O)NCCc2ccc(S(N)(=O)=O)cc2)cccc1[N+](=O)[O-],0.9,-3,1.1,-8,12,3,-10,10,101,1
CSc1ccccc1NC(=O)CN(C1CCCCC1)S(C)(=O)=O,0.9,-11,1.1,-10,7,10,-4,6,100,1.1
CCOC(=O)c1cnc2sc3c(n2c1=O)CCCC3,0.7,25,1,-2,33,-25,5,-1,83,0.55
CC(C)(C)/C(Cn1cncn1)=N\OC(=O)Nc1ccc(Cl)cc1,0.9,11,1,-3,11,-11,5,-11,105,1.1
Cc1nc2scc(-c3ccccc3)c2c(=O)n1N,0.8,-13,1,-5,17,13,-4,1,103,0.82
COc1cc(C2NC(=S)NC3=C2CCc2ccccc23)cc(OC)c1OC (stereo not drawn),0.9,-14,1.1,-5,9,14,-2,-10,102,0.88
CCOC(=O)c1cnc(-n2nc(C)cc2C)nc1NNc1nc(-c2ccccc2)cc(-c2ccccc2)n1,1.1,-23,1,0,-6,23,1,0,104,0.79
O=C(NC1(O)C(=O)c2ccccc2C1=O)c1ccccc1,0.8,9,0.9,6,18,-9,-6,-19,102,0.75
O=C(NCCc1ccccn1)c1ccc(S(=O)(=O)N2CCCCCC2)cc1,0.8,7,1.1,-7,16,-7,10,-2,98,1.1
CC1(C)CC(C(=O)NCCC(c2ccccc2)c2ccco2)CCO1 (stereo not drawn),1,8,1.1,-6,4,-8,3,-6,80,1.1
CC(C)(C)c1cn(-c2ccc(Cl)cc2)c(=S)[nH]1,0.8,15,0.9,5,21,-15,4,10,96,1.2
CCCC1CC(CSC(=N)N)OC1=O (stereo not drawn),1,-6,1.1,-7,4,6,-4,-4,105,1.2
Cc1ccc(-n2c3c(cc(C(=O)NCc4ccco4)c2=O)C(=O)CC(C)(C)C3)cc1,0.8,-20,1,1,18,20,-9,13,100,1.2
Cc1ccoc1C(=O)Nc1cccc(Oc2ccccc2)c1,0.9,95,0.9,8,6,-95,0,14,137*,3.3
CCOC(=O)CC(=O)c1cc(OC)c(OC)c(OC)c1,1.1,-1,1,-1,-10,1,-1,27,101,1.2
CC(=O)Nc1sc2c(c1C(c1ccc(F)cc1)N1CCOCC1)CCCC2 (stereo not drawn),0.8,5,1,-2,18,-5,-10,1,100,1.1
CC1=[N+](CC(=O)NC(C)(C)C)CCc2ccccc21,0.9,19,1,-5,11,-19,-2,-4,99,1
COc1ccc2nc(NC(=O)CCn3cccc3)sc2c1,0.9,-21,1,-1,12,21,0,4,115,1.1
Cc1ccccc1N/N=C/c1ccc(N2CCOCC2)cc1,0.9,-3,1,-4,14,3,16,4,102,1
Nc1c(C(=O)Nc2nccs2)sc2nc(-c3cccs3)cc(C(F)(F)F)c12,0.9,-28,1,-2,10,28,24,4,96,1.1
O=C(NC1(C(F)(F)F)NC(=O)N(c2ccc(F)c(Cl)c2)C1=O)c1ccncc1 (stereo not drawn),1.1,1,1,0,-6,-1,8,4,98,1.1
CC1CN(S(=O)(=O)c2ccc(C(=O)NN3CCN(C)CC3)cc2)CC(C)O1 (stereo not drawn),0.9,8,1.1,-6,13,-8,-8,15,100,0.85
CC(C)CNC(=O)COC(=O)c1c2c(nc3ccccc13)/C(=C/c1cccs1)CC2,0.8,5,0.9,10,22,-6,45*,-39,65,0.98
Cc1ccc(C(=O)N(CC#N)CC#N)cc1C,1,17,1,-4,-2,-17,1,9,100,1.1
COc1ccc(C2=NOC(C(=O)NCCN3CCOCC3)C2)cc1 (stereo not drawn),1.1,15,1,-3,-14,-15,-6,8,100,1.6
O=C(NN1C(=O)C2C(C1=O)C1C=CC2C12CC2)c1cccnc1 (stereo not drawn),0.9,4,1,-4,13,-4,2,7,97,0.96
O=C(NCc1ccccn1)C(=O)C1C(=O)Nc2ccccc21 (stereo not drawn),1.1,18,1,1,-5,-18,3,13,100,1.1
CC(C)NC(=O)c1ccc(CS(=O)(=O)c2ccc(Br)cc2)o1,0.9,-12,1,-4,14,12,0,2,102,0.93
Cc1ccc(S(=O)(=O)/N=C/c2ccco2)cc1,0.9,-8,1,-5,9,8,-26,-2,99,1.5
Cc1ccc2cc(CCNC(=O)c3cccc([N+](=O)[O-])c3)c(=O)[nH]c2c1C,0.8,-13,1,1,20,13,-13,13,104,0.92
COc1cccc(C2=NOC(C(=O)NCc3ccccn3)C2)c1 (stereo not drawn),0.9,11,1.1,-7,11,-11,3,4,102,1.2
CCOc1cc(/C=C(/C#N)c2nc3ccccc3[nH]2)ccc1Oc1ccc([N+](=O)[O-])cn1,0.7,22,1,-4,26,-22,11,-56,98,1.3
Cn1c(SCC(=O)Nc2cccc(F)c2)nc2c([nH]c3ccccc32)c1=O,1,17,1.1,-6,-4,-17,-14,-4,83,0.69
C/C(CC(=O)Nc1ccc(F)cc1)=N\NC(=O)c1ccccn1,0.9,91,1,-1,7,-91,4,3,126,1.3
O=C(N/N=C/c1ccco1)c1cccc(S(=O)(=O)Nc2ccccc2Cl)c1,0.8,-20,1,-2,23,20,-9,2,100,0.98
CCOc1ccc(-n2c(SCc3nc(-c4cccs4)no3)nnc2-c2ccncc2)cc1,0.8,2,1.1,-8,21,-2,2,-15,102,0.78
COc1ccc(Cl)cc1NC(=O)CN1C(=O)CC(C)S(=O)(=O)c2ccccc21 (stereo not drawn),0.9,6,1,-3,7,-6,-1,12,105,1

# By substructure: the compounds so far with an aryl thioether with sulfur outside any ring
canonical_smiles,Diaph act CS,APP 5'UTR act,FLuc stim CS,FLuc inh counter,Diaphorase inh,APP transl inh,TLR4-MyD88 BLA,G6PDH CS,STAT1 act,NF-kB expr up
CSc1ccccc1NC(=O)CN(C1CCCCC1)S(C)(=O)=O,0.9,-11,1.1,-10,7,10,-4,6,100,1.1
Cn1c(SCC(=O)Nc2cccc(F)c2)nc2c([nH]c3ccccc32)c1=O,1,17,1.1,-6,-4,-17,-14,-4,83,0.69
CCOc1ccc(-n2c(SCc3nc(-c4cccs4)no3)nnc2-c2ccncc2)cc1,0.8,2,1.1,-8,21,-2,2,-15,102,0.78

# Next part.
canonical_smiles,Diaph act CS,APP 5'UTR act,FLuc stim CS,FLuc inh counter,Diaphorase inh,APP transl inh,TLR4-MyD88 BLA,G6PDH CS,STAT1 act,NF-kB expr up
Clc1cccc(CSc2nnc(-c3c[nH]c4ccccc34)o2)c1,0.8,.,1,-5,24,.,3,0,101,1.7
CCCN(CCC)CCCNC(=O)c1cc2cc3ccc(OC)cc3nc2o1,1,9,1,-4,0,-9,-1,8,106,1
COC(=O)CCS(=O)(=O)c1ccc(Cl)c(Cl)c1,0.9,12,1,1,6,-12,-5,8,103,1.3
CCCCN=C(NNc1ccc(Br)cc1)C(=O)OCC,0.7,27,1,0,28,-27,10,-7,98,1.4
Cc1cccc(Nc2ncnc3nc[nH]c23)c1C,0.8,-5,1,-5,17,5,0,2,98,1.3
O=C(Cc1cccs1)NCc1cccc(F)c1,0.9,27,0.9,5,6,-27,-9,1,107,1.9
CN1CCCN(CC(O)COCc2cccs2)CC1 (stereo not drawn),0.9,12,1,-3,7,-12,-9,-20,100,1.2
Cn1c(=O)c2c(nc(NCC3CCCO3)n2Cc2cccc(Br)c2)n(C)c1=O (stereo not drawn),0.9,0,1.1,-6,5,0,-1,2,100,0.71
COc1cccc(C2CC(c3ccccc3)Nc3nc(N)nn32)c1 (stereo not drawn),0.9,23,1,0,5,-23,-7,3,102,0.89
COCCCNC(=O)CN(c1cccc(Cl)c1C)S(C)(=O)=O,0.9,12,1,-2,10,-12,2,13,102,1.1
O=C(NCC1CCCO1)c1ccc(COc2ccccc2Br)cc1 (stereo not drawn),0.9,28,1,0,14,-28,-12,1,90,1.1
CCCCn1c(=O)c(CCC(=O)OCC(=O)Nc2cc(Cl)ccc2OC)nc2ccccc21,0.8,3,1,-4,23,-3,-6,-4,104,2.3
c1csc(CNCc2ccncc2)c1,1,14,1,0,3,-14,-9,1,99,0.9
O=C(NCC1(N2CCOCC2)CCCCC1)c1ccc(Cl)c(S(=O)(=O)NCc2ccco2)c1,0.8,-4,1,-2,16,4,8,-2,99,0.72
CC(C)NC(=O)CCCOc1ccc(Cl)cc1Cl,1.1,-1,1,2,-11,1,-10,8,109,1.4
Cc1cc2occ(CC(=O)Nc3nccs3)c2cc1C(C)C,0.7,13,1.1,-5,26,-13,-7,-2,95,1.2
COc1ccc(C2c3c(-c4ccccc4O)n[nH]c3C(=O)N2CCc2ccc(OC)c(OC)c2)cc1 (stereo not drawn),0.9,-1,1,-2,9,1,-2,-9,99,0.45
C=C(C)COc1ccc(-c2n[nH]c(C)c2-c2ccccc2OC)c(O)c1,0.8,-7,1,-1,23,7,-13,1,100,0.95
CCNC(=O)CSc1nnc(-c2ccccc2)n1-c1ccc(OCC)cc1,1,-23,1,-5,4,23,7,5,92,0.83
O=C(CN1C(=O)C2C3C=CC(C3)C2C1=O)N1CCc2ccccc2C1 (stereo not drawn),1,8,1,2,-5,-8,-3,6,104,1.2
NNc1nc(Nc2ccccc2)nc(Nc2ccccc2)n1,1,21,1,1,-1,-21,4,5,119,1
Cc1cc(C)cc(NC(=O)C2CC(=O)n3ncnc3N2)c1 (stereo not drawn),1,-5,1.1,-5,-4,5,-1,9,108,1.2
COc1ccc2c(c1)c1nc3ccccc3nc1n2Cc1ccc(OC)c(OC)c1,0.8,-7,1,-5,20,7,4,-63,102,1.2
C=C1CSc2nc(=O)c3c(C)c(C)sc3n21,0.9,9,1.1,-5,11,-9,-10,-8,103,1.1
COC(=O)C(Cc1ccc(O)cc1)NC(=O)C(C)Oc1ccccc1 (stereo not drawn),0.9,-3,1,-4,6,2,-2,0,97,1.1
Cc1ccc(N2C(=O)C3ON(c4ccccc4)C(c4ccncc4)C3C2=O)c(C)c1 (stereo not drawn),1,-1,1,-3,-1,1,14,5,104,1
Cn1c(C(O)c2ccccc2)nc(Cl)c1Cl (stereo not drawn),0.9,-2,1.1,-8,14,2,2,-1,105,1.1
CCN(c1ccccc1)S(=O)(=O)c1ccc(Cl)c(NC(=O)COC(=O)c2ccc(Cl)c(N)c2)c1,0.8,14,1,-4,18,-14,-2,13,102,1.1
